S1P4 agonist = S1P4 receptor agonists, primary screen, cell-based | S1P4-expressing cell line, agonist reporter assay | hit rate 0.35% among 220,000 | activation, % at 4.98 µM | Sphingosine 1-phosphate receptor 4 (Homo sapiens), O95977; in the data active = activation above about 11%;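 also: 0% = DMSO vehicle and 100% = reference agonist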
Target sequence (O95977 whole entry, looked up): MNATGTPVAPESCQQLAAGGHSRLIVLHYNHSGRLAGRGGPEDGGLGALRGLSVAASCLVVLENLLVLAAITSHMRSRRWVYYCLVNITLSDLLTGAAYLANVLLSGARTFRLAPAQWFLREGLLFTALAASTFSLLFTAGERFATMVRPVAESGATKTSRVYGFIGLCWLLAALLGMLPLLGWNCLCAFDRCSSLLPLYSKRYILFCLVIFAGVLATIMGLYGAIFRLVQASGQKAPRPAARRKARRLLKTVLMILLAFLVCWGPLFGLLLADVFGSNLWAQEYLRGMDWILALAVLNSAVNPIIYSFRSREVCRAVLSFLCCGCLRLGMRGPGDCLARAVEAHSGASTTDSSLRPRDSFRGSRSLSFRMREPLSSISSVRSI
S1P4 antag = S1P4 receptor antagonists, primary screen, cell-based | Sphingosine 1-phosphate receptor 4 (Homo sapiens), O95977 | S1P4-expressing cells, antagonist mode, reporter read-out | inhibition, % at 4.98 µM | hit rate 0.26% among 220,000; in the data active = inhibition above about 29%;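 also: 0% = wells stimulated with agonist and 100% = vehicle wells without agonist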
BaF3 parental = parental Ba/F3 cell viability inhibition, counter-screen for JAK2V617F inhibitor project, murine pro-B, CellTiter-Glo luminescence; CellTiter-Glo ATP luminescence; inhibition, % at 5.6 µM; hit rate 1.1% among 220,000;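 active = inhibition above a per-campaign cutoff, the mean inhibition of all tested compounds plus 3 SD, cut at about 27% in these data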;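 also: 0% = DMSO wells and 100% = JAK Inhibitor I control wells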
NPY-Y1 antag = NPY-Y1 receptor antagonists, primary screen, cell-based. Neuropeptide Y receptor type 1 (Homo sapiens), P25929. HEK293-CNG Y1 cells, membrane potential fluorescence; NPY at EC95, then isoproterenol. inhibition, % at 3.6 µM. hit rate 1% among 200,000. AID 1040, 2008;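 active = inhibition above the campaign mean inhibition of all tested compounds plus 3 SD, cut at about 20% in these data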;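 also: 0% = DMSO wells given NPY plus isoproterenol and 100% = isoproterenol alone without NPY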
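Material: HEK293 cells with Y1 receptor plus CNG channel; times: compound incubation 1 h at room temperature, readout 45 min post-stimulation; signal: fluorescence, membrane potential probe; read-out basis: fluorescence ratio normalized to % inhibition between controls; benchmarks: full-block control isoproterenol-only wells, zero-block control NPY plus isoproterenol wells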
NPY-Y2 PAM-ag = NPY-Y2 potentiators or agonists, primary screen, cell-based. activation, % at 3.6 µM. AID 1359, 2008. Neuropeptide Y receptor type 2 (Homo sapiens), P49146. hit rate 0.45% among 220,000. cells expressing NPY-Y2, potentiator/agonist read-out; in the data active = activation above about 27%;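 also: cells stimulated with NPY near EC25 plus isoproterenol at EC100; 0% = vehicle plus submaximal agonist and 100% = vehicle plus saturating agonist; some results beyond the cut were filed as inactive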
Target sequence (P49146 whole entry, looked up): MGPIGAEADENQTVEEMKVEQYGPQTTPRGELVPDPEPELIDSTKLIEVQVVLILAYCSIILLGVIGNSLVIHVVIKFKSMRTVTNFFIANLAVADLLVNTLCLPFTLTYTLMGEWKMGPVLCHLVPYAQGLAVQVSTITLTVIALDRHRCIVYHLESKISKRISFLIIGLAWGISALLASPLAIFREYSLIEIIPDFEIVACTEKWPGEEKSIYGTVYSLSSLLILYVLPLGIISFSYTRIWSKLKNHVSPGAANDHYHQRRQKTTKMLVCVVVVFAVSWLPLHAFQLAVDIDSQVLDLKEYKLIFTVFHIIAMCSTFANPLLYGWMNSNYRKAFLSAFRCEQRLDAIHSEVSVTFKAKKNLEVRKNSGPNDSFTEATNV
p47phox inh = p47phox/p22phox peptide binding inhibitors, primary screen, biochemical, uHTS, NADPH oxidase regulatory subunit; Neutrophil cytosol factor 1 (Homo sapiens), P14598; hit rate 0.53% among 220,000; AID 1274, 2008; inhibition, % at 24.7 µM; fluorescence polarization, 2 h;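 active = inhibition above about 30%, limit read from the data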;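 also: 0% = p47phox with labelled peptide and 100% = labelled peptide alone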
NPY-Y1 PAM-ag = NPY-Y1 receptor potentiators or agonists, primary screen, cell-based. Neuropeptide Y receptor type 1 (Homo sapiens), P25929. hit rate 0.37% among 220,000. NPY-Y1 expressing cells, potentiator/agonist activation. activation, % at 3.6 µM; in the data active = activation above about 33%, passing the limit was not always enough;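 also: cells stimulated with NPY at EC10 then isoproterenol at EC100; 0% = low agonist plus stimulus and 100% = saturating agonist plus stimulus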
CHOP inhibitor = inhibitors of CHOP promoter induction, primary screen, cell-based, unfolded protein response, luciferase reporter. CHO-K1 CHOP-promoter luciferase, tunicamycin-induced, 15-18 h. inhibition, % at 10 µM. hit rate 3.8% among 220,000;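 active = compounds that reduced the stress-induced luciferase reporter signal by more than about 70% of percent inhibition, limit read from the data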;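 also: 0% = tunicamycin plus vehicle and 100% = wells without tunicamycin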
Ba/F3 V617F tox = reduced viability of JAK2V617F-dependent Ba/F3 cells, primary screen, JAK2V617F inhibitor project, cell-based, Ba/F3 EpoR-JAK2V617F, luminescence; ATP luminescence; inhibition, % at 5.6 µM; hit rate 1.1% among 220,000;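 active = inhibition above the campaign mean plus 3 SD over all tested compounds, cut at about 24% in these data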;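 also: cytokine-independent growth of Ba/F3 cells driven by EpoR plus mutant JAK2; 0% = DMSO-treated cells and 100% = JAK inhibitor I control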
Starred values were filed as active, the others as inactive; nt = no result given.

structure	S1P4 agonist	S1P4 antag	BaF3 parental	NPY-Y1 antag	NPY-Y2 PAM-ag	p47phox inh	NPY-Y1 PAM-ag	CHOP inhibitor	Ba/F3 V617F tox
CN(C)S(=O)(=O)N1CCN(C(=O)N2CCCCC2)CC1	-0.7	-4	5	5	20	-9	18	22	0
COc1ccc2cc(C(=O)NCc3ccco3)c(=Nc3ccc(C(=O)O)cc3)oc2c1	-0.5	-1	-1	2	-1	-7	-5	3	-5
NS(=O)(=O)c1ccc(NC(=O)COC(=O)CCc2ccccc2)cc1	0.9	4	0	nt	7	-4	29	10	-2
O=C(NC1CCCCC1)c1cccs1	0.5	-5	6	4	15	-13	-1	52	-1
CN1CCN(C(=O)C2CCC(C)(C(=O)O)C2(C)C)CC1 (centres undefined)	-0.1	1	2	-1	-5	3	-8	-11	-1
Cc1cc([N+](=O)[O-])nn1CC(=O)N/N=C/c1ccccc1F	2.1	-3	-3	nt	-6	-5	23	15	0
Cc1ccccc1NC(=O)CSc1nc(N)c2c3c(sc2n1)CSC(C)(C)C3	-0.4	-1	8	32*	-23	-25	-60	24	-1
NC(=O)c1cccn1-c1ncc(C(F)(F)F)cc1Cl	-2.0	-8	3	0	-6	3	-12	7	2
Cc1ccnc(N2CCC(C(=O)NNC(=O)c3ccncc3)CC2)n1	0.6	-8	3	2	15	-7	18	-10	-2
N/C(=N\N=C\c1cccs1)SC1CC(=O)N(c2cccc([N+](=O)[O-])c2)C1=O (centres undefined)	-1.3	-4	8	-2	-14	-3	6	12	0
CCOC(=O)C1CCN(C(=O)Nc2ccc3nc(C)c(C)nc3c2)CC1	-3.1	2	4	1	-1	nt	-7	nt	-1
COc1ccc(CNC(=O)C/C(C)=N/NC(=O)C23CC4CC(CC(C4)C2)C3)cc1	0.6	-17	4	3	-8	-5	-3	-6	-2
Cc1cccc2cc(/C=N/NC(=O)[C@H]3C[C@@H]3c3ccccc3)c(Cl)nc12	0.9	-26	-1	nt	-2	-8	-14	25	-1
COc1ccc(OC)c(CN2C(=O)c3ccccc3C2C(=O)NCC2CCCO2)c1 (centres undefined)	-0.4	-12	4	4	3	7	1	9	1
Cc1ccc(C(=O)N(Cc2nc3ccccc3c(=O)[nH]2)C2CCCC2)cc1	2.2	7	6	-4	9	8	7	26	-3
Cc1ccc(OCC(=O)Nc2ccccc2-c2ccccc2)cc1	0.9	7	1	7	-36	-3	-43	52	0
S=C(NCc1ccco1)Nc1ccc(Br)cc1Cl	1.4	-21	3	-7	0	3	12	9	0
CN1C(=O)NC(c2ccc(O)cc2)C2=C1CN(c1cccc3ccccc13)C2=O (centres undefined)	1.8	-12	-3	0	4	-3	0	6	-5
CCC(C)(C)C1CCc2nc3ccccc3c(C(=O)OC(C)C(=O)Nc3c(C)n(C)n(-c4ccccc4)c3=O)c2C1 (centres undefined)	-1.2	-16	7	11	5	-12	-52	62	-2
O=C(COC(=O)CN1C(=O)c2ccccc2C1=O)Nc1ncc(Cl)cc1Cl	0.1	-6	2	-3	16	-11	10	20	-2
C/C(=N\NC(=O)Cc1cccc2ccccc12)c1ccncc1	1.6	-15	5	6	8	-2	-31	49	-1
CCOC(=O)c1cc(-c2csc(COc3ccc(Cl)cc3)n2)on1	1.1	-1	0	nt	4	-2	-10	-8	-5
Fc1cccc(Cl)c1CNn1cn[nH]c1=S	-1.3	-1	0	-1	3	-4	11	16	-2
CN(Cc1ccccc1)c1ccc(S(=O)(=O)N2CCOCC2)cn1	0.2	-26	3	-1	-4	-4	-18	27	0
Cc1ccc(C)c(NC(=O)C2C(c3ccccc3)C2(Cl)Cl)c1 (centres undefined)	0.1	2	2	-3	-9	1	-5	7	2
Cc1cc(C)cc(OCC(=O)NNC(=O)c2ccoc2C)c1	-1.1	-22	1	1	5	-2	-7	-5	1
O=C(CC(c1ccccc1O)N1CCCCC1)N1CCCCC1 (centres undefined)	1.0	-5	4	-1	16	3	0	8	1
CCOc1cc(C2/C(=C(\O)c3cc(C)ccc3C)C(=O)C(=O)N2CCN(C)C)ccc1O (centres undefined)	-2.4	9	2	1	-8	13	7	-4	-5
CCN1CCc2c(OCC(=O)N3CCCCC3)cccc2C1=O	-0.8	-5	6	5	-1	-5	1	5	0
COCCNC(=S)N1CCC(c2nc(-c3ccc(F)cc3)no2)CC1	-0.9	-18	5	7	2	1	-8	14	-1

Some of these compounds in order of their number in S1P4 agonist, low to high:
| molecule | S1P4 agonist |
| --- | --- |
| Fc1cccc(Cl)c1CNn1cn[nH]c1=S | -1.3 |
| O=C(NC1CCCCC1)c1cccs1 | 0.5 |
| Cc1ccc(OCC(=O)Nc2ccccc2-c2ccccc2)cc1 | 0.9 |

Following part.
structure	S1P4 agonist	S1P4 antag	BaF3 parental	NPY-Y1 antag	NPY-Y2 PAM-ag	p47phox inh	NPY-Y1 PAM-ag	CHOP inhibitor	Ba/F3 V617F tox
OCCC1CN(CCCc2ccccc2)CCN1Cc1ccccc1 (centres undefined)	0.7	3	1	nt	3	4	11	21	-4
COc1ccc(CCNCC(=O)Nc2ccccc2C(F)(F)F)cc1	-0.3	-4	4	8	-10	-13	-1	1	-1
c1ccc(-n2cc(CN3CCCC(CN4CCCC4)C3)c(-c3ccc4c(c3)OCO4)n2)cc1 (centres undefined)	0.0	-8	14	32*	-25	-30	-36	-7	3
O=C(Oc1cccc(Nc2ncnc3ccccc23)c1)c1cccnc1	-0.3	-12	2	1	0	-9	-2	31	-3
CC(C)c1ccc(NC(=O)C2C3C=CC4(CN(CCCN5CCOCC5)C(=O)C24)O3)cc1 (centres undefined)	1.1	5	1	-3	-11	-5	-18	-15	-1
CCC(C)c1ccc(NC(=O)C2CCCN(c3ncccn3)C2)cc1 (centres undefined)	0.5	-6	2	6	-10	-14	-34	nt	-1
O=C(Oc1coc(CSc2ncccn2)cc1=O)c1cccs1	-0.4	14	4	3	2	-12	8	6	-2
COc1ccc(NC(=O)c2sccc2OS(=O)(=O)N(C)C)cc1	2.4	-30	8	-1	11	-4	31	7	0
Cc1c(N=Cc2ccncc2)c(=O)n(-c2ccccc2)n1C	0.5	-25	1	0	8	-16	3	-23	-2
S=C(NCc1cccc(Cl)c1)NC1CCCCC1	0.0	3	2	-1	2	-6	4	6	-5
CCOC(=O)C1=C(CN2CC(C)CC(C)C2)NC(=O)NC1c1ccc2c(c1)OCO2 (centres undefined)	0.6	-5	0	4	0	1	-10	48	3
CCC(c1nnnn1C1CCCC1)N1CCN(C(=O)c2ccco2)CC1 (centres undefined)	0.2	-7	4	-2	6	-3	8	29	1
Cc1ccccc1Nc1nnc(SCC(=O)Nc2ncc(C(F)(F)F)cc2Cl)s1	-0.6	-11	0	1	11	-6	1	1	-3
N#CC1=C(N)Nc2ncnn2C1c1ccc([N+](=O)[O-])cc1 (centres undefined)	1.4	-21	-3	nt	2	0	7	-14	-2
O=C(Nc1nccs1)c1cccc(NC(=O)C2CC2)c1	2.5	-29	6	-2	4	-1	-7	-7	2
Cc1ccc(S(=O)(=O)NCC(=O)OC(C(=O)c2ccccc2)c2ccccc2)cc1 (centres undefined)	-0.6	4	3	8	5	-11	-6	25	-1
O=C(NCCn1cccn1)c1ccc(OC2CCN(CCc3ccccc3)CC2)cc1	1.3	-29	5	4	-11	3	-8	6	4
NC(=O)Nc1ccc(C(=O)OCC(=O)Nc2ccc([N+](=O)[O-])cc2C(F)(F)F)cc1	0.0	1	0	-4	-3	-5	-10	32	-4
Cc1nc(Cl)c(C#N)cc1-c1ccccc1	-2.5	-10	8	7	-6	-10	-23	42	-1
COC(=O)CSc1nc2ncc(Cl)cc2[nH]1	-0.2	-20	4	-1	-3	-6	0	53	-1
CCc1nnc(/N=C/c2c(O)n(-c3ccc(Cl)cn3)c(=O)c3ccccc23)s1	1.7	-4	4	-1	-6	-14	-24	-14	-4
CCC(C)NC(=O)c1nn(C)c(=O)c2ccccc12 (centres undefined)	0.1	-7	0	7	-3	-44	-15	7	2
O=c1[nH]n2c(-c3ccccc3)nc(O)c2c2ccccc12	0.8	-5	1	-1	-2	nt	10	5	-3
Cc1nn(C(C)C(=O)c2cccc(Cl)c2)c(C)c1[N+](=O)[O-] (centres undefined)	-1.8	-6	4	-1	12	-4	3	8	0
Cc1cc(C(=O)Nc2sc3c(c2C#N)CCC3)no1	2.0	-27	10	3	-1	-20	-8	nt	1
O=C(CO/N=C\c1ccccc1)Nc1ccccc1C(=O)N1CCOCC1	0.3	-10	4	-2	6	-5	0	24	1
COc1cccc(NC(=O)Cn2nnc(C(=O)Nc3ccccc3)c2N)c1	0.4	2	3	7	-2	-5	35	29	-2
O=c1cc(CN2CCOCC2)c2c(ccc3ccccc32)o1	0.8	-4	4	7	-19	-8	-14	19	4
CCN(C(=O)COC(=O)c1cc(-c2ccccc2)nc2ccc(Br)cc12)C1CCS(=O)(=O)C1 (centres undefined)	1.0	-2	-1	12	-14	-17	-27	7	-2
Cc1[nH][nH]c(=O)c1C(c1ccc(-c2ccc(Cl)cc2)o1)c1c(C)[nH][nH]c1=O	1.2	6	1	-1	18	-12	7	-44	-5

(further entries)
structure	S1P4 agonist	S1P4 antag	BaF3 parental	NPY-Y1 antag	NPY-Y2 PAM-ag	p47phox inh	NPY-Y1 PAM-ag	CHOP inhibitor	Ba/F3 V617F tox
OCC1(Cc2ccccc2)CCCN(Cc2ccc3c(c2)OCCO3)C1 (centres undefined)	-1.2	-7	2	3	-19	-7	5	17	-1
COc1ccc(CCNC(=O)Cc2cccs2)cc1	1.4	-7	2	3	7	-4	-22	-14	-1
CCOC(=O)c1ccc(NC(=O)C(C)Sc2nc(O)c(-c3ccccc3)c(=O)[nH]2)cc1 (centres undefined)	0.8	-7	10	-7	4	-20	-7	21	0
COc1ccc(S(=O)(=O)N(C)C2CCS(=O)(=O)C2)cc1OC (centres undefined)	1.4	-2	7	-4	20	-9	-1	23	-1
CC(C)(C)NC(=O)C(OC(=O)c1cccs1)c1ccc(C#N)cc1 (centres undefined)	-1.3	0	5	1	-11	-1	0	19	1
Fc1ccc(COc2ccc(Br)cc2CNCc2ccncc2)cc1	0.6	-3	9	5	-5	-1	-33	29	2
O=C(O)CSc1nnc(Cc2ccccc2)n1Cc1ccccc1	1.6	-13	3	3	-5	5	0	23	2
CCOc1ccc(S(=O)(=O)Nc2ccc(C(=O)N/N=C(\C)c3ccc(-n4ccnc4)cc3)cc2)cc1	2.6	-12	6	9	0	-12	-7	10	0
CCOC(=O)N1CCN(Cc2nc3c(c(=O)[nH]c(=O)n3C)n2CCCc2ccccc2)CC1	-0.4	-9	7	0	-10	-18	20	-23	1
O=C1C=C(OCc2ccccc2)CN1	-1.0	12	0	4	11	7	-11	-1	-5
O=C(NCC1CCCO1)c1cncc(Br)c1 (centres undefined)	0.1	2	1	3	6	1	-2	42	-3

Screens (PubChem)
